High-throughput results deposited in PubChem by Sanford-Burnham Center for Chemical Genomics.
MPTP inh – permeability transition pore inhibition | 360,000 compounds, 1.4% hits | inhibition, % at 10 µM | isolated mouse mitochondria, Ca2+ swelling absorbance, 30 min;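 active means inhibition of 50% or more, scaled per plate between neutral and stimulator controls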;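 further: 0% = DMSO wells given calcium and 100% = 1 mM EGTA wells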
hIAP inh – human IAP inhibition. AID 2544. inhibition, % at 10 µM. 330,000 compounds, 0.12% hits. purified IAP, CDP-Star luminescence, 30 min;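 active means inhibition reaching a set limit with compound at 10 µM in the primary screen, cut at about 35% in these data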;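 further: plate controls were DMSO wells with enzyme for no effect and no-enzyme buffer wells for full effect; values of inactives mirror those of a sister screen read the other way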
APOBEC3A inh – inhibitors of human APOBEC3A DNA deaminase. recombinant A3A, FAM/TAMRA ssDNA deamination fluorescence. inhibition, % at 20 µM. 330,000 compounds, 0.41% hits. P31941. AID 493011;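 active means at least 40% inhibition at 20 µM here, with at most 30% in a related deaminase screen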;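 further: plate controls were A3A with DMSO for no effect and wells lacking A3A enzyme for full effect; some results filed as inactive read as strong as hits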
Target sequence (P31941 whole entry, looked up): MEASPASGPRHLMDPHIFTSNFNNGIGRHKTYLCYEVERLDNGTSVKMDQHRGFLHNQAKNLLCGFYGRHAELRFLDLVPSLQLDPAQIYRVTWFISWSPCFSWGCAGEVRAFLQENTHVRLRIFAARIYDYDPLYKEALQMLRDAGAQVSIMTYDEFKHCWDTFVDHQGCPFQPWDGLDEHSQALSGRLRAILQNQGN
A3G deaminase – inhibitors of human APOBEC3G DNA deaminase; recombinant A3G, ssDNA deamination FAM/TAMRA fluorescence; AID 493012; 330,000 compounds, 0.28% hits; inhibition, % at 20 µM; Q9HC16;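 active means inhibition of at least 40% at 20 µM, with no more than 30% in the related APOBEC3A deaminase screen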;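 further: plate controls were DMSO wells with A3G for no effect and wells lacking A3G enzyme for full effect; some compounds called inactive have numbers as strong as hits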
Target sequence (Q9HC16 whole entry, looked up): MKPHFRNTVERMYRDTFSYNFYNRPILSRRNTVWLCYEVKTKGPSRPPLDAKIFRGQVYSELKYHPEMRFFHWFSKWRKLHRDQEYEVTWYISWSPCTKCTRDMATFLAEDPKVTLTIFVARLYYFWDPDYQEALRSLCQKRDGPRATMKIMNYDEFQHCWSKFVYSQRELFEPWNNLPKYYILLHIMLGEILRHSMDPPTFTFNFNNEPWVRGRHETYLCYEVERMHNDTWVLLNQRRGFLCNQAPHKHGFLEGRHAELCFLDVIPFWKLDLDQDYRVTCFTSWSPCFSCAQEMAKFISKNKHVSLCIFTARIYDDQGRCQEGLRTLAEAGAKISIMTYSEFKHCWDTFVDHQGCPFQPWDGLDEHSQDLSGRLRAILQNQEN
hIAP act – increases human intestinal alkaline phosphatase activity. activation factor at 10 µM. 330,000 compounds, 0.16% hits. P09923. purified human IAP, CDP-Star luminescence, 30 min; stronger effect = higher value; 1 = vehicle-only enzyme, 0 = enzyme-free background;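 active means activation factor of the enzyme at least 2-fold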; further: the source names both 10 and 20 µM as test concentration; values of inactives mirror those of a sister screen read the other way
beta cell repl – induces beta-cell replication in MIN6 cells | MIN6 cells proliferation, ATPlite luminescence, 48 h; cells starved in 0.2% serum; 100% = growth in 10% serum | proliferation, % at 10 µM | 330,000 compounds, 0.29% hits | AID 2380;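 active means compounds whose signal lies at least 3.5 SD above the mean of all wells on their plate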;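 further: 0% = DMSO-treated cells in low-serum medium and 100% = 10% serum control; some compounds called inactive have numbers as strong as hits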
mIAP block – mouse IAP inhibition; purified mouse IAP, CDP-Star luminescence, 30 min; inhibition, % at 10 µM; 330,000 compounds, 0.2% hits;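 active means inhibition of at least 40% at 10 µM in the primary screen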;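 further: plate controls were DMSO with enzyme for no effect and no enzyme wells for full effect; values of inactives mirror those of a sister screen read the other way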
GRIN3A LBD mod – modulates the human NR3A ligand-binding domain; NR3A LBD differential scanning fluorimetry, Tm shift; 0% = protein alone, 100% = glycine-bound protein; Tm shift relative to glycine control, % at 25 µM; 340,000 compounds, 2.5% hits; AID 1259313;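 active means melting temperature shift of at least 10% of the positive control shift, at one fixed dose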
mIAP activ – mouse IAP activation; muIAP, CDP-Star luminescence, 30 min; stronger effect = higher value; 1 = vehicle-only enzyme signal, 0 = enzyme-free wells; activation factor at 10 µM; 330,000 compounds, 0.24% hits; AID 2805;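 active means activation factor of at least 2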; further: the source names both 10 and 20 µM as test concentration; values of inactives mirror those of a sister screen read the other way
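Assay system: mouse IAP enzyme / Compound: DMSO-dissolved test compounds / Timing: 30 min, room temperature / Measured by: luminescence from enzymatic CDP-Star hydrolysis / Control set: DMSO-only wells, enzyme-free buffer wells as negative control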
An asterisk follows results filed as active; . = not tested or not shown; & = joins results of further samples.

SMILES | MPTP inh | hIAP inh | APOBEC3A inh | A3G deaminase | hIAP act | beta cell repl | mIAP block | GRIN3A LBD mod | mIAP activ
O=c1[nH]nc(-c2ccccc2)cc1-c1ccccc1 | -1.7 | -2 | 0 | -3 | 1 | 5 | 0 | -1 | 1
COc1ccc(NC(=O)C2=C(C)NC(=O)NC2c2cccs2)c(OC)c1 (stereo not given) | 0.9 | -8 | 3 | -5 | 1.1 | 4 | -7 | -2 | 1.1
Cc1[nH]c(=O)[nH]c(=O)c1S(=O)(=O)Nc1ccc(Oc2ccccc2)cc1 | -2.4 | 2 | -1 | -8 | 0.98 | 0 | 8 | 0 | 0.92
O=C(N/N=C\c1ccccn1)C1COc2cc3ccccc3cc2O1 (stereo not given) | -3.4 | -6 | 0 | 0 | 1.1 | -1 | 4 | -4 | 0.96
OCCOCCn1c2ccccc2c2ccccc21 | -1.2 | -32 | -3 | -7 | 1.3 | 0 | 4 | -1 | 0.96
COc1cccc(C(=O)Nc2cccc(OC(C)=O)c2)c1 | -0.3 | -9 | -2 | -5 | 1.1 | -2 | -14 | 3 | 1.1
Cc1ccccc1N/C(=N/S(=O)(=O)c1cc(F)ccc1F)c1ccccc1 | 1.4 | 5 | 2 | 21 | 0.95 | -1 | -12 | 0 | 1.1
CC(=C/c1ccccc1)/C=N/NC(=O)CSc1nc(C)cc(C)n1 | 62* | 14 | -1 | -4 | 0.85 | -3 | 2 | -4 | 0.98
NS(=O)(=O)c1ccc(CCNC(=O)c2ccc3nccnc3c2)cc1 | 0.0 | 4 | 33 | 35 | 0.96 | -2 | 33 | -2 | 0.67
C[C@H]1CC[C@]2(O[C@H](CCO)C[C@@H](O)[C@@H]2O)O1 | -0.5 | -1 | -2 | -8 | 1 | -5 | 4 | 3 | 0.96
Cc1nc2cc(C(F)(F)F)ccc2n1C1CCN(CC(=O)N2CCOCC2)CC1 | -0.5 | 6 | -3 | -2 | 0.94 | -2 | -6 | 4 | 1.1
CSc1ccc(/C=N/NC(=O)c2cc(O)cc(O)c2)cc1 | 7.4 | -3 | 1 | 2 | 1 | 0 | 5 | 13* | 0.95
CC(=O)c1ccc(NC(=O)Nc2ccc(NS(=O)(=O)c3ccc(C)cc3)cc2)cc1 | 6.9 | -6 | 0 | -2 | 1.1 | -4 | -14 | . | 1.1
Cc1ccccc1N(CC(=O)NCc1ccc2c(c1)OCO2)C(=O)C1CSC(=O)C1 (stereo not given) | -0.4 | 13 | -1 | -7 | 0.87 | -1 | -2 | 0 | 1
CCCCCCCCNC(=O)/C(C#N)=C/c1ccc2c(c1)OCCO2 | 6.2 | -4 | -4 | 12 | 1 | -6 | 8 | -9 | 0.92
Cc1nc2cc(NS(=O)(=O)c3ccccc3)ccc2n1C | -2.6 | 7 | -1 | -5 | 0.93 | 0 | 4 | -2 | 0.96
COc1cc(CN2CCN(Cc3cccc(OC)c3OC)CC2)cc(OC)c1 | -0.9 | -4 | 1 | 2 | 1 | -1 | -7 | -2 | 1.1
CCCCCCCCNc1nc(Cl)nc(NCCN2CCOCC2)n1 | -0.2 | -10 | 0 | -1 | 1.1 | -3 | -1 | -1 | 1
Brc1ccc(-c2nnc3ccc(N4CCN(c5ccccc5)CC4)nn23)cc1 | 4.3 | 2 | -2 | -4 | 0.98 | -4 | 15 | -1 | 0.85
CC(C)(CN1CCCC1)NS(=O)(=O)c1ccccc1 | -0.3 | -8 | -2 | -4 | 1.1 | 1 | -9 | 1 | 1.1
COc1ccc(CN(C(=O)c2oc3cc(C)c(C)cc3c2C)C2CCS(=O)(=O)C2)cc1OC (stereo not given) | 0.0 | -13 | -3 | -5 | 1.1 | 3 | 5 | -2 | 0.95
COC(=O)C1=C(C(=O)OC)[C@@H]2N(C)c3ccccc3[C@@]23C[C@@H](C(=O)OC)N(C(=O)c2ccco2)C3=N1 | 1.1 | 2 | -2 | 0 | 0.98 | -3 | 2 | -1 | 0.97
CC1CCCCN1C(=O)COC(=O)c1ccc(N2CCCC2=O)cc1 (stereo not given) | -0.8 | 8 | -1 | -4 | 0.92 | -3 | -1 | -1 | 1
CCCN(CCC)CCCNC(=O)c1cc2c(=O)[nH]c3ccccc3c2s1 | 0.6 | 11 | 4 | -5 | 0.89 | -4 | 6 | -1 | 0.94
COc1cc(NC(=O)NNC(=O)c2cc3occc3n2C)cc(OC)c1OC | 0.0 | 7 | -3 | -3 | 0.93 | 1 | -6 | 3 | 1.1
CC1(C)C(c2ccco2)=[N+]([O-])C2(CCCCC2=O)N1O (stereo not given) | -3.7 | -17 | 1 | -1 | 1.2 | -1 | -2 | 1 | 1
Cn1c(=N)n(CC(=O)c2cccs2)c2ccccc21 | 0.2 | -9 | 6 | -3 | 1.1 | 0 | -3 | 0 | 1
COc1cccc(-c2noc(CCC(=O)N3CCN(c4cc(C)ccc4C)CC3)n2)c1 | 0.0 | . | 2 | 0 | . | . | -6 | 0 | 1.2
O=C(O)/C=C/C(=O)Nc1ccc(S(=O)(=O)Nc2nccs2)cc1 | -1.6 | 3 | 1 | -6 | 0.97 | -4 | -1 | 1 | 1
CC(Sc1nc(C2CC2)n(-c2ccccc2)n1)C(=O)c1c(N)n(C)c(=O)n(C)c1=O (stereo not given) | 0.6 | -2 | 2 | -4 | 1 | 5 | 0 | -1 | 0.99
COc1ccc(NC2=NC3(CCCCC3)N=C(N)N2)cc1 | -0.6 | -50 | -2 | -10 | 1.5 | -3 | -3 | -4 | 1
CCOC(=O)c1sc(C)c2c1NC(C)(c1cccc3ccccc13)NC2=O (stereo not given) | 2.2 | 13 | 2 | 11 | 0.87 | -4 | 2 | -10 | 0.98
CCOc1ccc(Cl)cc1S(=O)(=O)NCc1cccnc1 | -1.1 | -3 | -1 | 1 | 1 | -1 | -9 | 1 | 1.1
Fc1ccccc1CN1CCCN(C(=S)Nc2cccc(Cl)c2)C1 | 92* | -23 | 2 | -6 | 1.2 | -5 | -50 | 0 | 1.5
O=C(c1ccc(Oc2ccccc2)cc1)C1CCCN(C(=O)c2cnccn2)C1 (stereo not given) | 3.7 | 0 | -1 | -2 | 1 | -2 | -3 | 0 | 1
O=C(CSc1nc2ccccc2c(=O)n1CCC(=O)N1CCN(c2ccccc2)CC1)NCC1CCCO1 (stereo not given) | -0.8 | -9 | -5 | -3 | 1.1 | 3 | -4 | 0 | 1
COCCN=c1scc(-c2cc(OC)ccc2OC)n1/N=C/c1c[nH]c2ccccc12 | 4.1 | -4 | -1 | -4 | 1 | -2 | 9 | 7 | 0.91
CCN(CC(=O)Nc1ccc2c(c1)OCCO2)C(=O)CCc1ccc(OC)cc1 | -1.4 | -11 | -4 | -11 | 1.1 | 3 | 4 | -2 | 0.96
Cc1ccn2c(c1)nc(=O)c1cc(S(=O)(=O)N3CCC(C)CC3)ccc12 | 1.1 | -28 | -1 | -3 | 1.3 | 3 | 0 | -1 | 1
Cn1nc(C(=O)NNc2c(F)c(F)cc(F)c2F)c2ccccc2c1=O | 14 | -12 | 3 | 0 | 1.1 | -4 | 12 | 0 | 0.88
Cc1cc(C)c[n+](-c2nc3ccccc3nc2C(=C=[N-])C#N)c1 | 0.1&1.7 | 1&-5 | -2&-4 | -4&0 | 0.99&1 | -3&-4 | 0&-5 | 0&7 | 1&1.1
CCN(CC)CCC(O)(c1ccccc1)C1CCCCC1 (stereo not given) | -1.0 | -2 | -6 | -4 | 1 | -2 | 2 | 2 | 0.97
CCc1ccc(N(CC)C(=O)c2cn(C)c(=O)c3ccccc23)cc1 | 0.3 | -19 | -2 | -3 | 1.2 | -2 | -1 | -2 | 1
Cc1cccc(NC(=O)c2oc3c(c2C)C(=O)CC(C)(C)C3)n1 | -0.1 | 10 | 6 | -1 | 0.9 | -1 | -12 | -3 | 1.1
COc1ccccc1NC(=O)CN(c1ccccc1C)S(C)(=O)=O | -0.1 | -21 | -4 | -4 | 1.2 | -2 | -10 | -1 | 1.1
CCCCN(C(=O)c1ccccc1OCc1ccc(F)cc1)c1c(N)n(CC(C)C)c(=O)[nH]c1=O | -0.2 | -41 | 0 | -2 | 1.4 | 2 | -18 | -1 | 1.2
COc1ccc(OCCOC(=O)Nc2ccccc2)cc1 | -0.6 | -6 | -1 | -5 | 1.1 | -3 | 2 | 33* | 0.98
O=C1NC(=O)/C(=C/c2ccc(N3CCOCC3)o2)N1 | 0.2 | -8 | 30 | 17 | 1.1 | 1 | 4 | -2 | 0.96
Cc1ccc2c(c1)C(=O)c1c(C(=O)O)cccc1-2 | -1.7 | 8 | 2 | -6 | 0.92 | 2 | 16 | -1 | 0.83
Cc1cc(NC(=O)c2ccc3c(c2)C(=O)N(CC(C)C)C3=O)no1 | 2.1 | 3 | -1 | -3 | 0.97 | -1 | -9 | 0 | 1.1
COCCCn1c(C(=O)NCCN2CCOCC2)cc2c(=O)n3cccc(C)c3nc21 | -1.0 | -2 | -3 | -6 | 1 | 1 | -3 | 2 | 1
Cc1ccc(-n2c(Cc3cccn3C)nnc2SCC(=O)NCc2ccco2)cc1 | -0.1 | 5 | -4 | -3 | 0.95 | -1 | -6 | 2 | 1.1
Cc1ccc(-n2c(C)cn(C(=O)c3ccccc3)c2=S)cc1 | 1.5 | -93 | -1 | -9 | 1.9 | -3 | -1 | -1 | 1
Nc1ncnc2nc(SCc3ccc(Cl)cc3Cl)[nH]c12 | -1.7 | -47 | 4 | -1 | 1.5 | 1 | 10 | -2 | 0.9
COc1ccc(C(=O)NC2(C(F)(F)F)C(=O)N(Cc3ccco3)C3=C2C(=O)CC(C)(C)C3)cc1OC (stereo not given) | -3.3 | 2 | 0 | -1 | 0.97 | 0 | 10 | 0 | 0.9
